Screening data deposited in PubChem BioAssay by Broad Institute.
S100A4 inh HTS: inhibitors of human S100A4 binding to myosin IIA peptide; P26447; S100A4/TAMRA-MyoIIA peptide fluorescence polarization; inhibition, % at 10.7 µM; 360,000 tested, 0.14% active;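 active = mean inhibition of at least 70% across replicates, with every replicate also reaching that level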
Target sequence (P26447 whole entry, looked up): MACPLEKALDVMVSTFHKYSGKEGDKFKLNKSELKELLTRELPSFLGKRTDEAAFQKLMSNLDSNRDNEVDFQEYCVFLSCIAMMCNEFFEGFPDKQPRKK
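Material: human S100A4 monomer with TAMRA-labelled myosin IIA peptide; buffer or medium: HEPES pH 7.2 with CaCl2, KCl, NaCl, DTT, Triton; compound dosing: one concentration per compound; schedule: 5 min incubation before reading; benchmarks: neutral control DMSO, positive control TFP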
FN deposition inh: fibronectin deposition inhibition; 350,000 tested, 0.086% active; AID 743247; AH1F fibroblasts, Alexa488-fibronectin deposition fluorescence, overnight; inhibition, % at 12.6 µM;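 active = mean inhibition across replicates of 30% or more, regardless of how many single replicates reach that level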;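 note: positive control wells lacked labelled fibronectin entirely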
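test system = AH1F fibroblasts assembling fluorescent fibronectin matrix | quantity = 10000 AH1F cells per well | buffer or medium = DMEM plus 2% serum, read in PBS | doses = single dose, pinned | incubation = 1 h cell attachment, overnight exposure to compound and label | detection = fluorescence at 485 nm excitation, 525 nm emission | read-out basis = inhibition from reduced deposited-fibronectin fluorescence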
esBAF inh: SWI/SNF esBAF complex inhibition; mouse ES cells, Bmi1-luciferase knock-in reporter, 24 h; 100% = twice the neutral-well signal; reporter increase, % at 12.5 µM; 350,000 tested, 2% active; AID 602393; in the data active = activation above about 40%;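 note: 0% = median of the plate's neutral control wells and 100% = double that signal; a rise in the Bmi1 reporter signal indicates esBAF inhibition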
Xi reactivation: activators of X-chromosome reactivation in mouse fibroblasts; XiGFP mouse fibroblasts, % GFP-positive cells imaging, 3 d; cells co-treated with 5-aza-dC sensitizer; scaled so ellipticine positive control = 100%; activation, % at 7.58 µM; 360,000 tested, 0.055% active; AID 743238;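 active = mean normalized replicate activation at least 10% and every replicate at or above 10%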;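 note: 0% = median of on-plate neutral control wells and 100% = ellipticine 6 µM median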
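System: 68-5-11 XiGFP fibroblast line | Buffer or medium: DMEM containing 5-aza-dC | Compound: Single point | Times: Compounds 3 days, fix/stain 15 min at room temperature | Benchmarks: Positive control ellipticine, 6 µM final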
EWS-Fli block: blocks EWS/Fli oncoprotein-driven transcription. A673 NR0B1-luciferase reporter, viability-normalised. inhibition, % at 12.6 µM. 350,000 tested, 0.67% active;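 active = mean inhibition of at least 50% after viability correction, with every replicate also passing that limit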;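 note: firefly luciferase signal divided by Alamar Blue viability fluorescence both relative to DMSO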
RAD54 branch: inhibitors of human RAD54 branch migration. Q92698. RAD54 Holliday junction branch migration, FAM/BHQ fluorescence. inhibition, % at 10.4 µM. 360,000 tested, 0.14% active;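 active = mean normalized replicate activity at least 40 and at least half of replicates scoring 40 or more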;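 note: 0% = median of neutral control wells and 100% = median of positive control wells; inhibitors cause a drop in the FAM fluorescence signal; in these data hits start at about 50%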
RAD52 inh: blocks human RAD52 DNA annealing; P43351; inhibition, % at 18.7 µM; 360,000 tested, 0.46% active; recombinant RAD52 DNA annealing, FRET fluorescence; AID 651710;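 active = every replicate showing at least 50% inhibition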
Target sequence (P43351 whole entry, looked up): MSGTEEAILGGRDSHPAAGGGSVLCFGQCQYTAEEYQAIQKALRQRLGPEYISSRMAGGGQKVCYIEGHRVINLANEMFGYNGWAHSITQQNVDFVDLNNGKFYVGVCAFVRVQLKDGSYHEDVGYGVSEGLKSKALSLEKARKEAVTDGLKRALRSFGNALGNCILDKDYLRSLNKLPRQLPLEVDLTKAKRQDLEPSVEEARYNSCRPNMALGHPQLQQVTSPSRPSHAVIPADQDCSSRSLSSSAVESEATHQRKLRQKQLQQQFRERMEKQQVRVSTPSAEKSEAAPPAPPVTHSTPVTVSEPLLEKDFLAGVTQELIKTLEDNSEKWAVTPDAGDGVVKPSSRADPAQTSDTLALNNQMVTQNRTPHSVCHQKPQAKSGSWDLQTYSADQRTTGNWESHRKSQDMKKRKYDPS
E-selectin induc: E-selectin induction on HUVECs | P16581 | 260,000 tested, 0.37% active | AID 686992 | HUVEC E-selectin immunofluorescence imaging; normalized: neutral wells 0, TNF-alpha wells 100 | activation, % at 7.58 µM;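 active = mean E-selectin-positive cell signal at least 10% of the positive control, reached in at least 60% of replicates, without over 20% cell loss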;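 note: in these data hits start at about 27%; measured in HUVEC primary endothelial cells; signal is the percent of cells scored E-selectin positive by PE staining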
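assay system = HUVEC, human umbilical vein endothelial cells | input = 3,000 HUVEC seeded per well | medium = EGM-2 growth medium on 0.1% gelatin-coated wells | dosing = one compound dose added by pin transfer | signal = immunofluorescence imaging | read-out basis = % PE-positive cells | control set = TNF-alpha, DMSO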
* marks the source's active call; other numbers are inactive results; i = inactive; . = not tested or not shown; & = joins results of further samples.

SMILES	S100A4 inh HTS	FN deposition inh	esBAF inh	Xi reactivation	EWS-Fli block	RAD54 branch	RAD52 inh	E-selectin induc
CCc1cccc(CC)c1NC(=O)COC(=O)c1ccccc1-c1nc2ccccc2s1	-1	-12	.	0.0	9	.	-16	.
CN1CCN(S(=O)(=O)c2cccc(C(=O)Nc3nccs3)c2)CC1	29	-16	.	0.0	-1	4	-15	7.0
Cn1c(SCC(=O)NNC(=O)c2ccc(Br)cc2)nnc1-c1cccnc1	2	.	.	0.1	9	.	-12	.
Cc1c(CCC(=O)N2CCC(C(=O)O)(c3ccccc3)CC2)c(=O)oc2cc3oc4c(c3cc12)CCCC4	2	.	-50	.	43	-3	-10	.
CC(=O)c1ccc(NC(=O)C2CCCC2)cc1	6	8	6	0.0	-22	1	-7	-0.1
O=[N+]([O-])c1ccc2c(c1)S(=O)c1ccccc1-2 (stereo not given)	-1	-1	-7	-0.1	2	3	-13	.
O=C1CN(S(=O)(=O)c2ccc(Br)cc2)c2ccccc2N1	-4	9	-92	0.3	-1	-3	-10	-0.1
CN1c2ccc(-c3cccc(F)c3)cc2[C@@H]2[C@@H](CCN2C(=O)Cc2cccnc2)[C@@H]1CO	3	-26	5	-0.1	9	-7	10	-0.2
O=C(CCCNC(=O)c1ccc(Cl)cc1)OCc1cccc(Br)c1	2	-7	.	0.0	-7	.	-2	1.1
COC(=O)c1cc(CNC(=O)CC(C)c2ccccc2)ccc1OC (stereo not given)	-2	-9	-2	.	-1	-5	-8	.
O=C(O)C1C2C=CC(C2)C1C(=O)NCc1cccnc1 (stereo not given)	.	10	2	.	.	-4	.	-2.4
COc1nnc(-c2ccc(C)c(S(=O)(=O)NCC3CCCO3)c2)c2ccccc12 (stereo not given)	-5	1	2	0.0	-2	-5	-9	0.2
C[C@@H](NC(=O)C[C@H]1C[C@@H]2c3cc(NC(=O)Nc4ccccc4F)ccc3O[C@@H]2[C@H](CO)O1)c1ccccc1	4	.	3	0.3	-2	-6	-28	-0.1
O=C(Cc1cccc(NC(=O)C2CCCN(C(=O)C3CCCC3)C2)c1)Nc1ccc(C(=O)N2CCCCC2)cc1 (stereo not given)	0	12	0	0.2	-5	-4	2	-0.1
COc1ccc(/C=N/NC(=O)c2[nH]c3ccc(Br)cc3c2-c2ccccc2)c(C(=O)O)c1OC	5	8	5	-0.1	7	-21	-13	-0.9
C[C@@H]1CN([C@@H](C)CO)C(=O)c2cccc(NC(=O)Nc3ccccc3)c2O[C@@H]1CN(C)Cc1ccc(-c2ccccc2)cc1	-1	.	0	0.2	78*	8	27	.
CCOC(=O)N1CCN(C(=O)CCN2C(=O)/C(=C\c3cccc(OC)c3)SC2=S)CC1	-6	-10	2	0.0	-9	21	-33	0.0
CC=Cc1ccc2n(c1=O)C[C@@H]1[C@@H](CO)[C@H](C(=O)NCC)[C@H]2N1C(=O)C1CC1 (mixture of isomers)	3	.	0	0.2	1	10	0	-0.6
COC(=O)C[C@@H]1CC[C@H]2[C@@H](COc3ccc(NC(=O)NCc4ccccc4)cc3C(=O)N2C)O1	.	2	2	0.0	0	-6	.	-0.1
O=C(NCc1ccccc1)C1CCN(C(=O)NCc2ccccc2)CC1	-1	.	-4	.	.	-2	-2	.

An excerpt of these results, with values under each structure.
Value order – S100A4 inh HTS, FN deposition inh, esBAF inh, Xi reactivation, EWS-Fli block, RAD54 branch, RAD52 inh, E-selectin induc
C[C@@H](NC(=O)C[C@H]1C[C@@H]2c3cc(NC(=O)Nc4ccccc4F)ccc3O[C@@H]2[C@H](CO)O1)c1ccccc1
→ 4, ., 3, 0.3, -2, -6, -28, -0.1
O=C(Cc1cccc(NC(=O)C2CCCN(C(=O)C3CCCC3)C2)c1)Nc1ccc(C(=O)N2CCCCC2)cc1 (stereo not given)
→ 0, 12, 0, 0.2, -5, -4, 2, -0.1

Quoted at random: 2 entries already listed.
SMILES	S100A4 inh HTS	FN deposition inh	esBAF inh	Xi reactivation	EWS-Fli block	RAD54 branch	RAD52 inh	E-selectin induc
COc1nnc(-c2ccc(C)c(S(=O)(=O)NCC3CCCO3)c2)c2ccccc12 (stereo not given)	-5	1	2	0.0	-2	-5	-9	0.2
O=[N+]([O-])c1ccc2c(c1)S(=O)c1ccccc1-2 (stereo not given)	-1	-1	-7	-0.1	2	3	-13	.

Following part
SMILES	S100A4 inh HTS	FN deposition inh	esBAF inh	Xi reactivation	EWS-Fli block	RAD54 branch	RAD52 inh	E-selectin induc
O=C(COc1ccc([N+](=O)[O-])cc1)NNC(=S)NC(=O)c1ccc(Br)cc1	0	4	.	0.0	-32	.	-3	.
Cn1c(SCCC#N)nnc1-c1ccccc1F	4	-4	8	0.0	5	-2	-1	0.1
O=C(NCc1nnc(SCC(=O)N2CCOCC2)o1)c1ccccc1	0	1	2	0.3	-4	0	4	0.1
Nc1nnc(SCC(=O)NNC(=O)c2ccc(Cl)cc2)s1	3	2	-4	0.0	0	8	-8	-2.2
C=CCn1c(SCc2n[nH]c(=S)n2-c2ccccc2)nnc1-c1ccccc1	6	-4	9	0.5	14	-7	7	5.9
C[C@H](CO)N1C[C@H](C)[C@H](CN(C)CC2CC2)OCCCC[C@H](C)Oc2ccc(NC(=O)NC3CCCCC3)cc2C1=O	3	.	0	0.1	.	11	45	0.0
CN(C(=O)COn1nnc2ccc(Cl)cc21)C1CCS(=O)(=O)C1 (stereo not given)	-5	7	-4	0.0	-6	-5	1	-0.7
O=C(Nc1ccccc1F)N1C[C@@H]2[C@H](c3ccccc31)[C@@H](CO)N2C(=O)c1ccc(F)cc1	0	.	9	0.4	-27	3	1	-0.5
Cc1ccc(S(=O)(=O)Oc2ccc(/C=C3\C(=N)N4N=C(S(C)(=O)=O)SC4=NC3=O)cc2)cc1	-13	-13	7	0.1	-5	1	-51	0.0
CCC(=O)Nc1ccc2c(c1)C(=O)N(C)C[C@H](OC)[C@@H](C)CN(Cc1ccccc1C(=O)O)[C@@H](C)CO2	0	i	-3	-0.6	-4	-4	7	0.7
COc1ccc(CCNC(=O)N[C@@H](Cc2ccccc2)C(=O)O)cc1	7	1	2	0.0	5	3	-5	.
O=C(C[C@H]1CC[C@@H](NC(=O)Cc2cccnc2)[C@@H](CO)O1)NCc1ccc2c(c1)OCO2	2&-1	-2&-7	-3	-0.3&0.2	-4&-9	1	2&-14	-0.5&0.1
CCn1c(SCc2ccc(C#N)cc2)nnc1-c1cccc(Cl)c1	4	.	1	.	3	-5	-1	.
CCC(CC)C(=O)N1N=C(c2ccc(NS(C)(=O)=O)cc2)CC1c1ccc(C)cc1 (stereo not given)	-2	7	.	0.0	3	.	-48	11
CC(=O)N1c2ccc(S(=O)(=O)N3CCC(C(=O)NCc4ccc(Cl)cc4)CC3)cc2CC1C (stereo not given)	-1	6	7	0.0	.	-8	-10	.
COc1ccc(OC)c(S(=O)(=O)N2CCN(C(=O)NC3CCCCC3)CC2)c1	4	.	-7	0.0	1	-2	-9	0.7
Cc1ccc(S(=O)(=O)N2CCCC2CNC(=O)C(=O)NCc2ccc3c(c2)OCO3)cc1 (stereo not given)	1	9	-1	0.3	2	-12	-22	1.1
CCC(=O)N(C)C[C@@H]1[C@@H](c2ccc(C3=CCCCC3)cc2)[C@H](CO)N1C(C)=O	.	.	-1	0.0	4	-8	.	1.0
CCCOc1ccc(C(=O)NC(=S)N2CCN(c3ncc4c(=O)c(C(=O)O)cn(CC)c4n3)CC2)cc1	-1	0	8	0.0	-13	10	-5	0.3
CCN(CC)S(=O)(=O)c1ccc2c(c1)oc(=O)n2CC(=O)NC1CCCCC1	10	7	-3	0.5	.	.	-8	-0.1
C=CCNc1cccc2c1S(=O)(=O)N[C@H](Cc1ccccc1)CO2	-5	-3	.	0.2	0	.	-13	0.0
CCN(CC)c1ccc(/C=N/NC(=O)OC(C)(C)C)cc1	2	-6	70*	0.4	-83	2	-4	-0.1
CCCNC(=S)NC1CC2CCCC(C1)N2Cc1ccccc1OC (stereo not given)	-2	-1	6	-0.1	9	-3	-8	-0.2
CO[C@@H]1CN(C)C(=O)c2cc(NS(C)(=O)=O)ccc2OC[C@@H](C)N(C)C[C@H]1C	7	-1	-2	-0.2	5	4	-4	0.0
C[C@H]1CN([C@@H](C)CO)S(=O)(=O)c2ccc(-c3ccccc3F)cc2O[C@@H]1CN(C)C	1	.	1	-1.2	4	2	-6	0.3
O=C(COC(=O)c1cc(=O)[nH]c2ccccc12)Nc1cccc(S(=O)(=O)N2CCOCC2)c1	8	5	4	.	4	8	-18	0.1
C=CCN1c2ccccc2[C@]23C[C@@H](C(=O)OC)N(C(=O)CC(C)C)C2=NC(C(=O)OC)=C(C(=O)OC)[C@H]13	-5	-1	-1	0.0	2	-4	1	0.8
O=C(N[C@@H]1CC[C@@H](CC(=O)N2CCc3ccccc3C2)O[C@@H]1CO)C1CCOCC1	14	10	-3	0.0	-5	4	-6	1.6
O=C(NCC1CCCO1)C(c1ccc(F)cc1)N(Cc1ccc2c(c1)OCO2)C(=O)c1ccc(CN2CCOCC2)o1 (stereo not given)	3	17	-2	0.1	1	-1	-12	.
CCCCC(=O)Nc1ncc([N+](=O)[O-])s1	-5	-5	.	0.4	-14	.	-6	-0.1
COc1cccc(CNC(=O)CCC2CCCN(C(=O)CCn3cncn3)C2)c1 (stereo not given)	-17	-6	.	0.0	-3	.	-20	2.7
COc1cc(OC)cc(C(=O)N[C@H](C(=O)NCc2ccccc2)C(C)C)c1	-1	7	0	-0.1	2	-11	-7	0.6
CCN(CC)CCNC(=O)c1cccc(NC(=O)C(=O)c2cc(Br)ccc2NC(C)=O)c1	-6	-3	-3	0.1	7	-6	10	1.1
C=CCc1c(C)nc(-c2ccccc2)nc1Nc1ccc(O)cc1	.	5	-6	0.1	.	2	.	.
COc1ccc(CC(N)c2csc(Nc3ccccn3)n2)cc1 (stereo not given)	-8	-1	2	0.0	-66	4	-19	-0.1
C[C@@H]1CN([C@H](C)CO)S(=O)(=O)c2ccc(C3=CCCC3)cc2O[C@H]1CN(C)C(=O)C1CCC1	-14	.	-4	-0.7	11	0	-11	0.4
COc1ccc(S(=O)(=O)N[C@@H]2C=C[C@@H](CC(=O)NCc3ccccc3F)O[C@H]2CO)cc1	43	9	-2	0.3	-3	-2	18	-0.1
CN(c1ccccc1)S(=O)(=O)c1ccccc1Br	-1	-12	-4	0.0	1	-2	-6	0.2
COc1ccc(C#Cc2ccc([C@@H]3[C@H]4CN(C(=O)c5cccnc5)CC(=O)N4[C@H]3CO)cc2)cc1	0	.	.	0.1	8	.	-14	-0.6
CC12CCCc3c(O)cc(=O)n(c31)-c1ccccc12 (stereo not given)	.	-5	.	-0.1	.	1	.	1.5
CC(C)c1ccc(NC(=O)c2cccc(NC3=NC4CS(=O)(=O)CC4S3)c2)cc1 (stereo not given)	0	-2	0	0.1	-23	-3	14	4.2
C/C(N)=C(/C#N)C(=O)CSc1nc2scc(-c3ccccc3)c2c(=O)n1C	9	-15	.	0.0	-1	.	-26	0.1
CCOC(=O)c1cc(-c2ccc(N3CCOCC3)cc2)nn1-c1ccccc1	-3	-8	.	0.3	7	.	-7	-0.5
CS(=O)(=O)N1CCN(C(=O)c2csc3ccccc23)CC1	-1	-5	-3	.	.	9	-2	.
